Bioassay records: PubChem, Sanford-Burnham Center for Chemical Genomics
Jurkat NFkB inh – lowers PMA/ionomycin-induced NF-kB signal in Jurkat cells; hit rate 0.53% among 330,000; PMA/ionomycin-induced NF-kB luciferase reporter, luminescence; inhibition, % at 4 µM; in the data active = inhibition above about 50%
TIM10 inh – inhibits growth of TIM10 yeast strain. S. cerevisiae TIM10 strain growth, BacTiter-Glo luminescence, 24 h. inhibition, % at 10 µM. hit rate 1.4% among 330,000. AID 463195;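 active = inhibition of 40% or more at the single tested concentration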;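 note: wild-type TIM10 isogenic control strain grown at permissive 25 °C; 0% = DMSO yeast wells and 100% = minimal medium wells without yeast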
tim10-1 inh – tim10-1 yeast growth inhibition; S. cerevisiae tim10-1 ts strain growth, BacTiter-Glo, 24 h; inhibition, % at 20 µM; hit rate 2.2% among 330,000;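 active = inhibition of at least 40%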;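 note: mutant grown at 25 °C; 0% = DMSO wells with yeast and 100% = wells holding no yeast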
tim23-1 inh – inhibits growth of tim23-1 mutant yeast. S. cerevisiae tim23-1 growth, BacTiter-Glo luminescence, 24 h. hit rate 1.3% among 330,000. inhibition, % at 20 µM. AID 463212;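 active = growth inhibition of the mutant yeast at or above 50%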;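 note: temperature-sensitive mutant grown at 25 °C; plate controls were DMSO-treated mutant yeast for no effect and medium wells lacking yeast for full effect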
XBP1 UPR activ – activators of adaptive arm of unfolded protein response (XBP1). CHO-XBP1 luciferase reporter, IRE1-XBP1 UPR activation, luminescence; percent of tunicamycin response, DMSO as zero. AID 463104. activation, % at 20 µM. hit rate 0.33% among 330,000;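 active = versus positive control, 20 µM dose yields 30% or more activation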;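 note: 100% = tunicamycin at 10 µg/mL and 0% = DMSO only wells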
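Material: CHO-XBP1 cells stably carrying IRE1-XBP1-driven luciferase reporter | Medium: F12 with 10% serum | Compound dosing: 20 µM single concentration, DMSO 1% | Incubation: Overnight seeding at 37 °C, 6 h compound treatment at 37 °C | Detection: Steady-Glo luminescence read | Read-out basis: % activation of reporter signal versus tunicamycin and DMSO controls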
Mdm2 MdmX PPI – human Mdm2/MdmX binding inhibition; O15151+Q00987; SaOS-2 split-luciferase Mdm2/MdmX complementation, luminescence; inhibition, % at 8 µM; hit rate 3% among 330,000; AID 485346;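 active = inhibition of at least 50% at 8 µM in the primary screen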
Target sequence (O15151 whole entry, looked up): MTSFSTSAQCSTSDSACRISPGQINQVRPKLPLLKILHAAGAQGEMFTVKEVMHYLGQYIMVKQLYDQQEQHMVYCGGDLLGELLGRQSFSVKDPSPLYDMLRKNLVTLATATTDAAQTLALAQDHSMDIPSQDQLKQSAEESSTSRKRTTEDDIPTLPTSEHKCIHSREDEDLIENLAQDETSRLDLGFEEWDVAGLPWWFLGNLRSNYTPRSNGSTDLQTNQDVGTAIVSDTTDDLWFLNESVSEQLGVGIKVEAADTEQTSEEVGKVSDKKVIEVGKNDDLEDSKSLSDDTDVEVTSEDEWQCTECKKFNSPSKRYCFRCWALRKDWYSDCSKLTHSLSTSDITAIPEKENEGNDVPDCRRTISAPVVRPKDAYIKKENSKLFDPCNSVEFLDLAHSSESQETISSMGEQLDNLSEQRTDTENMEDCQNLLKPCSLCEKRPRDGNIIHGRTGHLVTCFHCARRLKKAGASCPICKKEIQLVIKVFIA
Target sequence (Q00987 whole entry, looked up): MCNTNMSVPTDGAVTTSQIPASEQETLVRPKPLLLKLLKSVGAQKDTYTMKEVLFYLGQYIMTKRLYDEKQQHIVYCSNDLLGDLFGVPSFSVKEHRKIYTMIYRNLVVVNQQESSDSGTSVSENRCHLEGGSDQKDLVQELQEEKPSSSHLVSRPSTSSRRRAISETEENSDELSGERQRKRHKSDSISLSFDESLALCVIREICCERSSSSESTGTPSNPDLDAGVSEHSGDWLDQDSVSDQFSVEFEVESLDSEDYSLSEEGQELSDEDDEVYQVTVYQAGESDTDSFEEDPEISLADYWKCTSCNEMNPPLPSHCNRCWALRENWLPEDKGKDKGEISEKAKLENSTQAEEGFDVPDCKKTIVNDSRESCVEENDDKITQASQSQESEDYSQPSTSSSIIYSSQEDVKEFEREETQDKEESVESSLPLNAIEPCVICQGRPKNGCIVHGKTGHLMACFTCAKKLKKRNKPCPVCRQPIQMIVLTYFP
UPR CHOP act – apoptotic UPR (CHOP) activation. CHO-CHOP luciferase reporter, luminescence; percent of tunicamycin response over DMSO baseline. activation, % at 10 µM. hit rate 0.34% among 330,000;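 active = at 10 µM dose, activation of 40% or more, normalized to positive control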;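 note: 100% = tunicamycin at 10 µg/mL and 0% = DMSO alone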
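assay system = CHO CHOP reporter cells | amount = 500 CHO-CHOP cells per well | buffer or medium = F12 with 10% FBS | incubation = 16-18 h cell attachment, then 6 h compound exposure, 37 °C | detection = luminescence read with Steady-Glo | read-out = percent activation relative to tunicamycin control | controls = tunicamycin high control, DMSO low control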
697 NFkB inh – inhibitors of the PMA/ionomycin-induced NF-kB reporter in 697 B cells. 697 B-cell NF-kB luciferase reporter, 16 h. hit rate 0.33% among 330,000. inhibition, % at 4 µM; in the data active = inhibition above about 35%
The depositor's hits bear a star.

Compound	Jurkat NFkB inh	TIM10 inh	tim10-1 inh	tim23-1 inh	XBP1 UPR activ	Mdm2 MdmX PPI	UPR CHOP act	697 NFkB inh
Cc1ccc(NC(=O)COC(=O)C(NS(=O)(=O)c2ccc(Cl)cc2)C(C)O)cc1C (stereo unspecified)	16	-17	4	0	-1	13	-0.7	5
CCOc1ccccc1NC(=O)CSc1nnc2ccc(-c3ccncc3)nn12	3	8	2	-2	2	15	0.5	31
Cc1ccsc1C1Nc2ccc3ncccc3c2C2=C1C(=O)CC(C)(C)C2 (stereo unspecified)	12	-10	29	26	6	49	0.5	-3
COc1cc(C(=O)NCc2ccc3c(c2)OCO3)ccc1OCc1c(C)noc1C	-6	-10	16	1	0	14	1.0	5
CN(C)c1ccc(N/C=C/C(=O)c2ccccc2)cc1	-171	26	19	43	-5	-41	-8.2	-100
Cc1nn(Cc2ccccc2Cl)c(C)c1NC(=O)CSc1n[nH]c(C)c1[N+](=O)[O-]	12	-26	18	-17	-3	-18	1.1	-17
COc1ccc(/C=C2\SC(=O)N(CCNC(=O)Cc3coc4cc(OC)ccc34)C2=O)cc1	-13	-5	19	1	-1	6	4.4	-36
COc1cc(OC)c2c(c1)C(=O)c1cc(OC)cc(OC)c1C2=O	-21	-25	-23	-18	8	42	2.1	16
O=C(CSc1nc2ccccc2[nH]1)NCc1ccc2c(c1)OCO2	2	-1	-11	2	-3	7	-1.0	15
Cc1ccccc1N1CC(C(=O)O)CC1=O (stereo unspecified)	-2	-6	4	17	1	3	-1.1	6
CSCCC(NC(=O)c1ccc([N+](=O)[O-])cc1Cl)C(=O)OCC(=O)C12CC3CC(CC(C3)C1)C2 (stereo unspecified)	4	-4	17	18	-4	22	3.8	3
Cc1c(-c2ccccc2)oc2c(C(=O)OCC(=O)Nc3ccc(C(N)=O)cc3)cccc2c1=O	5	-8	16	-2	0	17	-1.6	-7
NS(=O)(=O)c1ccc(CCNC(=O)c2ccc(C#CC3(O)CCCCC3)cc2)cc1	19	15	8	3	-3	70*	-1.7	16
CS(=O)(=O)N(CC(=O)NCC1CCCO1)c1cc(Cl)c(Cl)cc1Cl (stereo unspecified)	10	7	9	21	-3	4	-0.9	3
O=C(CCCc1nc(-c2ccc(Cl)cc2)no1)N1CCOCC1	28	0	14	13	-2	20	2.4	-5
O=C(Nc1ccc2c(c1)OCO2)c1cc(-c2cccc(O)c2)on1	-92	-11	-29	-6	-1	-69	8.9	6
Cc1cc(C(=O)NNC(=S)NCc2ccccc2)no1	12	4	5	21	-2	28	-2.4	-13
COCCOC(=O)c1c(C)oc2ccc(OC(=O)c3c(OC)cccc3OC)cc12	1	26	28	22	1	10	-1.0	0
CCCNC(=O)c1ccc(C)c(NC(=O)C2=C(C)OCCS2)c1	-16	-10	19	17	0	15	-2.0	-19
CCOC(=O)N1CCN(S(=O)(=O)c2ccc(C)c([N+](=O)[O-])c2)CC1	-7	-3	18	13	-4	-24	-0.7	-23
CNC(=S)NNC(=O)CSCc1c(Cl)cccc1Cl	14	18	16	19	0	3	-0.5	-6
CCOc1ccc(NC(=O)c2nc(SCC)ncc2Cl)cc1	-7	12	7	13	3	47	0.7	-36
O=[N+]([O-])c1cnn2cc(Br)cnc12	7	11	3	18	0	19	-1.0	21
COc1ccc(Cl)cc1NC(=O)c1cccc(-n2cnnn2)c1	10	-1	4	5	1	23	1.3	17
O=C(NCc1ccccc1)N1CCC(CO)(Cc2cccc(F)c2)CC1	0	-1	6	-4	0	-15	0.6	10
COc1ccc(N(CC(=O)N/N=C(\C)c2ccc(OC)c(OC)c2)S(=O)(=O)c2ccccc2)cc1	-3	0	-27	-7	7	28	-0.9	-1
Cc1cccc(C)c1C(=O)N[C@@H](Cc1ccccc1)C(=O)O	13	-9	-3	-13	-1	7	1.1	5
O=C(CNC(=O)c1ccco1)Nc1ccc2c(c1)OCCO2	-39	-3	-2	2	-6	41	-3.9	-118
O=C(Nc1ccccc1)c1cc2ccccc2c(=O)s1	-86	18	-12	15	1	-9	0.4	-31
CCCc1cc(=O)[nH]c(SCC(=O)Nc2c(C)cccc2C)n1	12	-15	-2	2	-2	11	1.0	8

Next entries
Compound	Jurkat NFkB inh	TIM10 inh	tim10-1 inh	tim23-1 inh	XBP1 UPR activ	Mdm2 MdmX PPI	UPR CHOP act	697 NFkB inh
CC1CCCCC1NC(=O)CN(C)S(=O)(=O)c1ccc2c(c1)CCC(=O)N2 (stereo unspecified)	3	8	9	-7	-5	14	0.3	-1
CC1=C(C)CC(C(=O)NC(C)CCc2ccccc2)C(C(=O)O)C1 (stereo unspecified)	0	-5	0	18	8	13	0.7	-5
Cc1ccccc1OCC(=O)NNC(=O)Cc1ccc(S(=O)(=O)N2CCOCC2)s1	-5	1	-7	-8	-3	5	-1.5	20
CCOC(=O)c1sc(S(C)(=O)=O)c2c1CCc1conc1-2	5	19	12	17	-2	20	0.0	14
CC(C)c1ccc(NC(=O)CCNS(=O)(=O)c2cccc3nonc23)cc1	-13	16	23	17	0	-12	-0.1	3
O=C(CCNS(=O)(=O)c1ccc(Br)cc1)Nc1cccc(F)c1	-9	11	-1	9	-3	-8	2.0	3
Cc1c(C)n2c3c(cccc13)CC2	-2	-8	7	9	3	7	1.5	7
Cc1cccc(N2C(=O)C(O)=C(C(=O)c3cccs3)C2c2ccc(Cl)cc2)n1 (stereo unspecified)	-4	-10	3	22	1	8	2.4	3
Cc1ccc(C(c2sc3nc(C)nn3c2O)N2CCOCC2)cc1 (stereo unspecified)	-2	-8	4	16	-3	-27	-1.0	10
COc1ccccc1NC(=O)CN1C(=O)CSC(C)C1=O (stereo unspecified)	-15	-10	8	15	5	-26	-0.4	-22
Cc1ccc(/C=N/NC(=S)NC2CCCCC2)o1	-37	40	12	41	0	-12	2.4	-66
O=C(Cn1cc([N+](=O)[O-])cn1)NCC1CCCO1 (stereo unspecified)	2	-5	5	1	1	-1	0.2	-11
Cc1ccc(C(=O)O)cc1NC(=S)NC(=O)c1ccc(-c2ccc(Cl)cc2)o1	-15	0	-3	-20	-2	-8	-0.3	2
Cn1cccc1-c1cc(C(=O)N/N=C/c2ccc(F)cc2)[nH]n1	-2	9	0	21	3	-4	1.6	12
CNC(=O)CCC(=O)Nc1ccc(C)cc1	-14	-10	-4	14	-2	8	0.6	10
Nc1nc(COC(=O)CCC(=O)c2ccccc2)nc(Nc2ccccc2)n1	-9	10	20	13	-1	19	2.8	13
COC(=O)c1[nH]c2cc(OC)ccc2c1NC(=O)CN1CCC(C(N)=O)CC1	1	6	11	10	6	2	-0.3	4
COCC1CCN(C(=O)C2CCC(=O)N(Cc3cccc(C(F)(F)F)c3)C2)CC1 (stereo unspecified)	4	13	2	4	1	16	3.6	-8
CC(=O)Nc1ccc(NC2=CC(=O)c3ccccc3C2=O)cc1	-22	-1	7	-6	0	-19	6.2	-47
CCN(CC)c1ccc(/C=N/NC(=O)CN2CCCc3ccccc32)cc1	-9	12	30	33	1	4	0.2	11
O=C(CNCc1cccc2ccccc12)Nc1ccccc1[N+](=O)[O-]	-12	36	37	38	0	2	2.1	17
CCOC(=O)c1cc2sccc2n1CC(=O)N1c2ccccc2CC1C (stereo unspecified)	2	6	11	6	8	10	1.4	-1
O=S(=O)(Nc1nccs1)c1ccc(F)cc1	6	-1	-4	-1	1	13	-0.7	1
CCC(=O)NNc1nc2c(C)cc(C)cc2s1	-24	-6	-8	24	-1	7	-1.4	2
Cc1ccc2c(c1)nnn2C1CCN(C(=O)c2ccccc2F)CC1	-1	-5	-19	-7	8	-5	2.1	-2
CNc1oc(Cc2cccc3ccccc23)nc1C#N	-1	14	4	31	0	24	-0.4	23
COc1ccc(C(=O)OCC(O)COC(=O)c2ccc(OC)cc2)cc1	7	-1	21	20	-2	21	1.3	19
CCOCCCNC(=O)Cn1cc2c(n1)CCCC2	9	-8	1	1	-4	-6	1.1	15
Cc1cc(OCCSc2nnc(-c3cccs3)n2C)ccc1Cl	8	38	26	44	-2	26	0.1	5
OCCn1c(-c2ccc(F)cc2)csc1=Nc1ccccc1	-9	0	18	34	2	-21	2.5	-44

Shown as a hit in Mdm2 MdmX PPI, of those listed so far:
Compound	Jurkat NFkB inh	TIM10 inh	Mdm2 MdmX PPI	697 NFkB inh
NS(=O)(=O)c1ccc(CCNC(=O)c2ccc(C#CC3(O)CCCCC3)cc2)cc1	19	15	70*	16

2 entries from above, with values under each structure:
Below each compound – Jurkat NFkB inh	TIM10 inh	tim10-1 inh	tim23-1 inh	XBP1 UPR activ	Mdm2 MdmX PPI	UPR CHOP act	697 NFkB inh
- O=C(CNCc1cccc2ccccc12)Nc1ccccc1[N+](=O)[O-]
 : -12	36	37	38	0	2	2.1	17
- Cc1ccc(C(c2sc3nc(C)nn3c2O)N2CCOCC2)cc1 (stereo unspecified)
 : -2	-8	4	16	-3	-27	-1.0	10

(next part)
Compound	Jurkat NFkB inh	TIM10 inh	tim10-1 inh	tim23-1 inh	XBP1 UPR activ	Mdm2 MdmX PPI	UPR CHOP act	697 NFkB inh
Cc1noc(C)c1CSCC(=O)Nc1cccc(C(F)(F)F)c1	-13	5	1	10	0	-5	-1.6	-3
CCSc1ccccc1C(=O)NCc1ccco1	0	-1	-5	-1	1	-15	1.4	-15
O=C(NCc1cccnc1)C1CCCN(S(=O)(=O)c2ccccc2)C1 (stereo unspecified)	2	-3	-5	-12	-1	11	-2.4	11
COc1cc(C(=O)OCC(=O)NC2CCCCCC2)ccc1OCC(C)C	9	4	5	11	3	9	0.1	10
O=[N+]([O-])c1ccc(CSc2nnc(-c3cnccn3)o2)cc1	-3	12	10	2	-1	9	3.2	-5
Cn1cc(Br)c(C(=O)NNC(=O)Cc2ccc(Cl)cc2)n1	-12	-30	-18	-9	-1	-13	1.9	9
CC1=C(C(=O)OCc2ccccc2)C(c2ccccc2)NC(=O)N1CCCCCC(=O)O (stereo unspecified)	-5	11	11	13	0	19	0.8	26
O=C(CSc1ccc(F)cc1)NCCc1ccc(Cl)cc1	-1	-4	1	32	4	-11	2.4	-3
